# APJ agonist = agonists of human apelin receptor APJ, primary screen, CHO-K1 cells, PathHunter beta-arrestin, luminescence; 0% DMSO wells, 100% apelin; activation, % at 20 µM; 330,000 tested, 0.11% active; AID 2520, 2010;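 active = activation more than six SD over the plate average, tested at 20 µM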;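 note: 0% = DMSO alone and 100% = apelin-13 at 10 nM; some results filed as inactive read as strong as hits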
#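 assay system = CHO-K1 APJ beta-arrestin complementation cell line | input = cell density 1000 per well | dosing = compound 20 µM once, DMSO 1% | timing = compound 90 min 25 °C, reagent 1 h | measured by = luminescence from split beta-galactosidase complementation, Galacton Star/Emerald II substrate | read-out basis = APJ agonist activity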
# tim10-1 inh = growth inhibitors of tim10-1 mutant yeast, primary screen, luminescence, uHTS; S. cerevisiae tim10-1 ts strain growth, BacTiter-Glo, 24 h; AID 463190, 2010; inhibition, % at 20 µM; 330,000 tested, 2.2% active;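 active = inhibition of at least 40%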;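 note: mutant grown at 25 °C; 0% = DMSO wells with yeast and 100% = wells holding no yeast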
# CHOP UPR activ = activators of apoptotic CHOP UPR arm, primary screen, cell-based, CHO-CHOP luciferase reporter, luminescence, uHTS. UPR activation; percent of tunicamycin response over DMSO baseline. activation, % at 10 µM. 330,000 tested, 0.34% active. AID 449763, 2010;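 active = at 10 µM dose, activation of 40% or more, normalized to positive control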;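 note: 100% = tunicamycin at 10 µg/mL and 0% = DMSO alone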
#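 Test system: CHO-CHOP cells, stable luciferase reporter of PERK-eIF2a-CHOP signalling | Quantity: 500 CHO-CHOP cells per well | Buffer or medium: F12 plus 10% serum | Compound dosing: 10 µM single point, 0.5% DMSO | Schedule: 6 h compound treatment, 37 °C | Signal: Luciferase luminescence | Control set: Tunicamycin high control, DMSO low control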
# tim23-1 inh = growth inhibitors of tim23-1 mutant yeast, primary screen, luminescence, uHTS; AID 463212, 2010; inhibition, % at 20 µM; S. cerevisiae tim23-1 growth, BacTiter-Glo luminescence, 24 h; 330,000 tested, 1.3% active;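 active = growth inhibition of the mutant yeast at or above 50%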;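 note: temperature-sensitive mutant grown at 25 °C; plate controls were DMSO-treated mutant yeast for no effect and medium wells lacking yeast for full effect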
# NLRP3 yeast inh = NALP3 inflammasome inhibitors in reconstituted yeast, primary screen, luminescence, uHTS | Yeast reconstituted NLRP3/ASC/caspase-1, beta-gal luminescence, 24 h | inhibition, % at 10 µM | 330,000 tested, 0.39% active | AID 2825, 2010;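 active = inhibition of 50% or more; inactive = inhibition below 50%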;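 note: plate controls were induced DMSO wells for no effect and uninduced yeast grown without galactose for full effect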
# UPR XBP1 act = activators of adaptive XBP1 UPR arm, primary screen, cell-based, CHO-XBP1 luciferase reporter, luminescence, uHTS | IRE1-XBP1 UPR activation; percent of tunicamycin response, DMSO as zero | activation, % at 20 µM | 330,000 tested, 0.33% active | AID 463104, 2010;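 active = versus positive control, 20 µM dose yields 30% or more activation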;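 note: 100% = tunicamycin at 10 µg/mL and 0% = DMSO only wells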
#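 Test system: CHO-XBP1 luciferase reporter cells | Buffer or medium: Serum-containing F12 medium, 10% FBS | Schedule: 6 h compound exposure at 37 °C, 5% CO2 | Detection: Steady-Glo luciferase glow luminescence, 10 min after reagent addition | Read-out basis: Activation, % of tunicamycin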
# TIM10 inh = growth inhibitors of isogenic TIM10 control yeast, primary screen, counter-screen for tim10-1 yeast inhibitor project, luminescence, uHTS | S. cerevisiae TIM10 strain growth, BacTiter-Glo luminescence, 24 h | inhibition, % at 10 µM | AID 463195, 2010 | 330,000 tested, 1.4% active;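 active = inhibition of 40% or more at the single tested concentration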;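 note: wild-type TIM10 isogenic control strain grown at permissive 25 °C; 0% = DMSO yeast wells and 100% = minimal medium wells without yeast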
# NR3A LBD binder = binders of NR3A ligand-binding domain, primary screen, biophysical, differential scanning fluorimetry, uHTS. AID 1259313, 2017. NR3A LBD differential scanning fluorimetry, Tm shift; 0% = protein alone, 100% = glycine-bound protein. 340,000 tested, 2.5% active. Tm shift relative to glycine control, % at 25 µM;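 active = melting temperature shift of at least 10% of the positive control shift, at one fixed dose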
# Mdm2 MdmX PPI = inhibitors of human Mdm2-MdmX association, primary screen, cell-based, luminescence, split luciferase, SaOS-2, uHTS. inhibition, % at 8 µM. 330,000 tested, 3% active. AID 485346, 2010. Protein Mdm4 (Homo sapiens) + E3 ubiquitin-protein ligase Mdm2 (Homo sapiens), …. SaOS-2 split-luciferase Mdm2/MdmX complementation;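 active = inhibition of at least 50% at 8 µM in the primary screen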
# Target sequence (O15151 whole entry, looked up): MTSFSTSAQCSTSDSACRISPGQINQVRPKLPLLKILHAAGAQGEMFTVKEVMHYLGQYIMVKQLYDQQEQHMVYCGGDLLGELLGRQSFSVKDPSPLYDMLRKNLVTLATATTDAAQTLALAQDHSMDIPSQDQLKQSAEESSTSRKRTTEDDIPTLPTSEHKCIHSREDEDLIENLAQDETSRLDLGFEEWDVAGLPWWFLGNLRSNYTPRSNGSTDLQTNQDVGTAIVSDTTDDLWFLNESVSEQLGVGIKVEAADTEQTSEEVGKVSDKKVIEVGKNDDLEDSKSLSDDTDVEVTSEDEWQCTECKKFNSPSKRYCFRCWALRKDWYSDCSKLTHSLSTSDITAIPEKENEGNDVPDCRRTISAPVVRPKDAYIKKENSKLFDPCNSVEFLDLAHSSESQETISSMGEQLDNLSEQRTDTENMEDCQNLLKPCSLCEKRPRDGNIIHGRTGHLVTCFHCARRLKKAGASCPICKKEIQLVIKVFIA
# Target sequence (Q00987 whole entry, looked up): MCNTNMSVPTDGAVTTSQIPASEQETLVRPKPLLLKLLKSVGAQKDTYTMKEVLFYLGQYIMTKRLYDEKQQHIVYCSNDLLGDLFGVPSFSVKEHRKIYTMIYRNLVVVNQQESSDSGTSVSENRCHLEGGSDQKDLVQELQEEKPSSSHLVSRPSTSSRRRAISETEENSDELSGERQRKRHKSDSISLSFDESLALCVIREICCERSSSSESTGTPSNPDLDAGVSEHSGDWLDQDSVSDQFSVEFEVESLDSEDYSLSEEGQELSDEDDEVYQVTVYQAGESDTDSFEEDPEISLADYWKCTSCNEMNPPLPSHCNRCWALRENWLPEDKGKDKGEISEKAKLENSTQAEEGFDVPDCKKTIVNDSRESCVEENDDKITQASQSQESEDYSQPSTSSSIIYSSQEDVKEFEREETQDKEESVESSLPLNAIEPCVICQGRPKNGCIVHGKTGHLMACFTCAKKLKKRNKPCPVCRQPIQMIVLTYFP
# Active calls of the source: *; . = no result given. Outcome played no part in choosing rows; about 8.2% have a hit in one of these screens.
SMILES,APJ agonist,tim10-1 inh,CHOP UPR activ,tim23-1 inh,NLRP3 yeast inh,UPR XBP1 act,TIM10 inh,NR3A LBD binder,Mdm2 MdmX PPI
COc1cccc(NC(=O)CC2(CC(=O)O)CCCC2)c1,0,2,0.6,2,10,0,3,3,10
Cc1ccc(C(=O)NCCc2ccncc2)cc1,-2,12,0.7,-14,10,-1,-15,3,-26
CC1CCCCC1NC(=O)CCNS(=O)(=O)c1ccc(Cl)cc1 (stereo unspecified),-1,22,1.5,8,-8,-3,-13,3,19
O=C(Oc1ccccc1)c1cccc(N2C(=O)CCC2=O)c1,1,4,1.8,10,4,-3,7,0,25
COC(=O)c1ccc(Cn2nc(-c3ccc(C)c(C)c3)ccc2=O)cc1,1,34,1.5,30,13,0,13,-4,10
O=C(O)c1ccccc1CSc1ncccc1C(=O)O,0,4,0.9,-4,-10,1,13,-1,-11
Cc1ccc(C(=O)NCC(=O)OC(C)C(=O)Nc2ccccc2[N+](=O)[O-])s1 (stereo unspecified),3,-30,0.5,-1,-3,1,-17,3,-15
CC(=O)OCC1OC(n2ncc(=O)n(Cc3ccccc3)c2=O)C(OC(C)=O)C1OC(C)=O (stereo unspecified),0,29,1.0,21,5,1,-11,1,6
COC(=O)CSc1nc(N)c(C#N)c(-c2ccco2)c1C#N,0,11,-0.6,13,17,1,19,9,17
Cc1cc(C)c(C)c(OCCOCCN2CCOCC2)c1,-1,-10,-1.8,-6,6,-3,-8,0,10
COc1ccccc1OCc1nnc(SCC(=O)NCc2ccco2)n1Cc1ccco1,-3,29,-2.4,9,6,-3,2,0,24
CCOc1cc(/C=C\[N+](=O)[O-])ccc1OCC(=O)N1CCOCC1,-2,-155,29,-236,-8,-5,-360,-2,-4
Cc1onc(-c2c(Cl)cccc2Cl)c1COC(=O)c1ccc(Cl)cc1,-5,-19,-0.9,-6,8,2,-35,0,8
CCc1ccc(OC)c(S(=O)(=O)Nc2ccccc2C)c1,2,28,-0.4,13,-8,-3,6,-1,16
Cc1ccccc1CN1C(=O)/C(=C\c2ccc(C(=O)NCCN3CCOCC3)cc2)Sc2ccccc21,-3,45*,2.3,25,1,-4,17,-7,45
Cc1ccc(OCn2c(=O)sc3ccccc32)cc1,-6,14,4.6,29,6,-1,9,0,-48
C(=N\Nc1nccc(-c2cccnc2)n1)/c1ccccc1,-1,4,1.9,1,16,1,13,-4,-48
CCOC(=O)C(C)Oc1ncnc2cccc(F)c12 (stereo unspecified),-2,13,0.7,-3,14,1,6,-1,-35
CCc1ccc(C2CC(c3cccc(OC)c3)n3nc(N)nc3N2)cc1 (stereo unspecified),-4,7,-1.5,6,17,0,8,-1,-26
CCCc1nnc(SCC(=O)NC2CC2)n1C,2,-30,2.5,-6,2,-3,9,-6,9
COC(=O)C1=C(C)N(CCCC(=O)O)C(=O)NC1c1cccc(OC)c1 (stereo unspecified),1,-13,2.0,7,8,2,-2,-1,18
O=C(c1ccccc1F)N1CCN(c2ccc([N+](=O)[O-])c(N3CCOCC3)c2)CC1,-3,13,0.5,27,17,-3,3,1,17
O=c1cc2c(n[nH]1)CCCC2,1,-5,0.4,-1,-1,2,-4,-7,19
C/C(=N\Nc1cc(-c2ccccc2)nc(-c2ccccc2)n1)c1ccc(O)c(C)c1,1,20,1.2,22,16,22,13,28*,53*
COc1ccc(NS(=O)(=O)c2c(C)[nH]c(=O)[nH]c2=O)c(OC)c1,-4,11,0.2,3,-13,-2,-6,-1,0
CC(=O)N1CCN(C(=O)c2oc3ccccc3c2C)CC1,-3,7,0.4,9,8,-1,4,4,17
NS(=O)(=O)c1ccc(CNC(=S)NCc2ccc(Cl)cc2)cc1,0,1,-0.4,3,5,-1,-3,4,-23
O=S(=O)(NCC1CCN(S(=O)(=O)c2ccccc2)CC1)c1ccccc1,0,1,-1.4,10,5,0,6,1,10
COc1ccc(/C=C/c2c([N+](=O)[O-])c(=O)n(C)c(=O)n2C)c(OC)c1,-5,7,-0.4,4,-2,2,12,-1,15
CCOC(=O)CN1C(=O)CC(c2ccc([N+](=O)[O-])cc2)C1=O (stereo unspecified),1,34,1.6,66*,3,-1,21,2,-20
Cc1cc(C)cc(C(=O)N2CC(C)OC(C)C2)c1 (stereo unspecified),0,7,0.1,6,13,0,0,1,6
C/C(=N\O)C(C)(C)NC(=O)Nc1ccc(Cl)cc1,-4,19,-0.3,12,-8,-1,-2,-1,13
COc1ccc(Br)c(C(=O)NNC(=O)c2ccc(NS(=O)(=O)c3cccs3)cc2)c1,6,2,-0.6,11,3,1,7,1,-15
Cc1[nH]n(-c2ccccc2)c(=O)c1/C=N/NC(=O)c1ccc(O)cc1O,-4,-7,2.3,-1,13,-1,-44,10*,-18
COc1ccc(OC)c(-n2c(=S)[nH]c3cc(C(=O)NCCCN4CCCC4=O)ccc3c2=O)c1,0,15,0.7,21,9,2,5,.,4
CCOC(=O)c1c(C)[nH]c(C(=O)O)c1C,-1,9,-1.0,11,-3,2,-15,3,18
COc1ccc(C(=O)c2cc3ccc(O)cc3oc2=O)cc1,-2,5,-1.5,7,22,-1,10,4,18
O=C(Nc1ccccc1C(F)(F)F)c1ccc(CN2CCC(Cc3ccccc3)CC2)cc1,-4,9,0.0,5,18,0,-3,0,33
N#Cc1ccccc1OCC(=O)OCC(=O)NC1CCCCCC1,-4,0,-0.5,6,7,-2,2,-1,8
CCOc1ccc2nc(N(CCN(CC)CC)C(=O)c3ccc([N+](=O)[O-])cc3)sc2c1,-6,-5,-0.5,16,0,0,-18,0,8
CCc1cccc2c(C(=O)COC(=O)c3c(C)noc3C)c[nH]c12,6,12,1.2,12,24,-2,22,-3,-2
COc1ccc(S(=O)(=O)CC(=O)c2cc3cc(Br)ccc3oc2=O)cc1,13,62*,-1.3,72*,2,-4,30,-7,13
O=C(CCCCl)OCc1cn(-c2ccc(Cl)cc2)nn1,-1,16,-1.3,13,13,-1,7,1,7
COc1ccccc1NC(=O)CSc1nnnn1C1CCCC1,1,8,0.7,7,-5,-1,4,-1,2
Cc1nnc(SCC(=O)N(C)C2CCS(=O)(=O)C2)n1Cc1ccccc1 (stereo unspecified),-2,6,0.3,1,4,-1,-13,0,-10
COC(=O)c1ccc(C(=O)N2CCCC(Nc3ccc(C(C)C)cc3)C2)cc1 (stereo unspecified),-1,19,2.2,33,6,2,7,-2,11
O=C(Nc1cccc(F)c1)c1ccc(S(=O)(=O)N2CCCC2)cc1,-2,-17,1.3,1,25,1,-5,9,17
CN1CCN(c2ccc([N+](=O)[O-])cc2C(=O)Nc2ccccc2)CC1,0,1,0.1,-7,4,-3,6,-1,-22
COc1ccc(C(C(=O)NC2CCCC2)N(CC2CCCO2)C(=O)Cc2cccs2)cc1OC (stereo unspecified),-4,16,0.5,4,7,-1,19,-2,5
C=CCn1c(SCC#N)nc2ccccc2c1=O,2,18,-0.3,5,8,1,2,1,9
CC/C(=N\NC(=O)Nc1ccccc1)c1ccccc1,-2,15,1.8,15,28,0,12,-7,14
O=C(NCc1ccco1)C(Cc1ccccc1)N1C(=O)C2C3C=CC(C3)C2C1=O (stereo unspecified),-3,7,-3.5,10,5,-1,7,0,11
CC(C)c1nc2oc3c(NCCO)ncnc3c2c2c1COC(C)(C)C2,4,3,-1.2,17,16,4,13,0,17
Cc1ccc2c(CC(=O)OCC(=O)Nc3ccc(Cl)cn3)coc2c1,2,24,0.0,26,21,0,0,-12,27
COc1ccc(/C=C/C(=O)Oc2cc(C)[nH]c(=O)c2[N+](=O)[O-])cc1OC,0,1,-0.4,11,8,-4,11,0,-7
Cc1cccc(N(C(=O)Cc2cccs2)C(C(=O)NCc2ccco2)c2ccncc2)c1 (stereo unspecified),-4,23,-1.0,10,13,-2,30,-2,-14
COc1ccc(OC)c(S(=O)(=O)n2ccc(C)n2)c1,-3,-1,1.1,12,-7,-5,-2,-1,-7
O=C(CSc1nc2[nH]ncc2c(=O)[nH]1)Nc1nccs1,-4,-15,-2.4,-10,13,-1,-11,.,0
Cc1ccc(C(=O)NC(C(=O)OCc2cn3cc(Cl)ccc3n2)C(C)C)cc1 (stereo unspecified),-2,8,2.0,32,18,-1,-2,-2,-32
NS(=O)(=O)c1cccc(NC(=O)CCc2ccc(S(=O)(=O)N3CCOCC3)cc2)c1,-7,-11,-0.5,-13,7,0,6,-1,5

# The list continues:
SMILES,APJ agonist,tim10-1 inh,CHOP UPR activ,tim23-1 inh,NLRP3 yeast inh,UPR XBP1 act,TIM10 inh,NR3A LBD binder,Mdm2 MdmX PPI
COc1cccc(NC(=O)Cc2ccccc2)c1,-6,-1,1.2,28,33,2,6,10*,-43
NC(=O)C1CCN(CCC(=O)Nc2ccc3c(c2)CCC3)CC1,-3,6,-1.2,-21,16,-1,-3,3,-16
COc1ccc(N2CCN(S(=O)(=O)CCNC(=O)C34CC5CC(CC(C5)C3)C4)CC2)cc1,-6,21,-1.8,24,17,-6,14,-2,17
CCCC(c1nnnn1C(C)(C)C)N1CCN(c2ccccc2)CC1 (stereo unspecified),-3,0,1.9,17,7,0,16,0,-2
CCN(CC)S(=O)(=O)c1ccc(C(=O)Nc2ccc(OCC(=O)N3CCOCC3)cc2)cc1,-2,-4,-2.0,-17,12,2,5,-3,-1
CCS(=O)(=O)N1CCN(C2CCC(c3ccccc3)CC2)CC1 (stereo unspecified),-1,-1,0.0,-44,33,-1,-9,.,4
O=C(Oc1c(CN2CCOCC2)cc(Cl)c2cccnc12)c1cccs1,-1,47*,-0.7,36,38,14,42*,-4,65*
O=C(CCl)Nc1ccccc1Sc1ccccc1,0,19,0.7,8,-18,2,-2,2,13
COc1cccc(NC(=O)CC(=O)c2ccccc2)c1,-2,20,3.7,28,23,-1,20,-7,-28

# Compound profiles, as listed above. Screens in order: APJ agonist	tim10-1 inh	CHOP UPR activ	tim23-1 inh	NLRP3 yeast inh	UPR XBP1 act	TIM10 inh	NR3A LBD binder	Mdm2 MdmX PPI
# CCCC(c1nnnn1C(C)(C)C)N1CCN(c2ccccc2)CC1 (stereo unspecified) across the screens: -3	0	1.9	17	7	0	16	0	-2
# COc1cccc(NC(=O)Cc2ccccc2)c1 across the screens: -6	-1	1.2	28	33	2	6	10*	-43
# O=C(Oc1c(CN2CCOCC2)cc(Cl)c2cccnc12)c1cccs1 across the screens: -1	47*	-0.7	36	38	14	42*	-4	65*
# CCN(CC)S(=O)(=O)c1ccc(C(=O)Nc2ccc(OCC(=O)N3CCOCC3)cc2)cc1 across the screens: -2	-4	-2.0	-17	12	2	5	-3	-1
